Screening results deposited in PubChem BioAssay by Broad Institute.
DLD1 CTGF mRNA: YAP1 pathway inhibitors via CTGF transcript, primary screen, DLD1 colon cancer cells, RT-qPCR, single point (AID 743449). inhibition, % at 12.5 µM. DLD1 CTGF mRNA qPCR, 24 h; stronger effect = higher value. 9,900 tested, 0.9% active;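 active means mean normalized replicate activity at least 50 and at least half of replicates each reaching 50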;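 further: 0% = neutral control wells and 100% = dasatinib control wells; higher means stronger suppression of CTGF expression like dasatinib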
Pax4 mRNA alpha TC1: activators of Pax4 gene expression, primary screen, RT-PCR, mouse alpha TC1 cells, single point (AID 1053180); mouse alpha TC1 cells, Pax4 mRNA qPCR, 6 days; stronger effect = higher value; 100% = Pax4 plasmid added at qPCR; activation, % at 10 µM; 9,600 tested, 0.2% active;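 active means highest normalized replicate activity of 15 or more, or at least half the replicates reach 15 or more; inactive means neither condition met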;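 further: pax4 Ct normalized to GAPDH with activation seen as lower delta delta Ct; plate controls were plate neutral control wells for no effect and Pax4 plasmid positive control for full effect; each compound tested in two replicate wells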
* hit, by the source's call; i = inactive; . = not tested or not shown; & = joins results of further samples.

SMILES	DLD1 CTGF mRNA	Pax4 mRNA alpha TC1
COc1cccc(S(=O)(=O)Nc2ccc3c(c2)C(=O)N(C)C[C@H](OC)[C@H](C)CN(Cc2ccccc2F)[C@@H](C)CO3)c1	20.7&-0.5	0.0&0.0
O=S(=O)(c1ccccc1)N1CC2(C1)[C@H](c1ccccc1)[C@@H](CO)N2CC1CCOCC1	-13.9	.
O=C(C[C@H]1C[C@@H]2c3cc(NC(=O)c4ccc5c(c4)OCO5)ccc3O[C@@H]2[C@H](CO)O1)NCc1ccc(Oc2ccccc2)cc1	32.4	0.0
CC(C)NC(=O)N1[C@@H]2CNc3ccccc3[C@@H]2[C@@H]1CO	8.6	0.0
O=C(CN1CCOCC1)N[C@@H]1CC[C@H](CCn2cc(C3CC3)nn2)O[C@@H]1CO	0.2	0.0
COc1ccc(CN2[C@H](CO)[C@H]3c4ccccc4N(C(=O)NC(C)C)C[C@H]32)cc1	-0.3	0.0
COc1ccc(S(=O)(=O)Nc2ccc3c(c2)C(=O)N([C@@H](C)CO)C[C@@H](C)[C@@H](CN(C)Cc2ccc(C(F)(F)F)cc2)OCCCC[C@H](C)O3)cc1	-37.9	0.0
CCS(=O)(=O)Nc1ccc2c(c1)C(=O)N(C)[C@@H]1CC[C@@H](CC(=O)NCc3ccc(OC)cc3)O[C@H]1CO2	-8.2	0.0
CCCC#Cc1ccc2c(c1)O[C@@H](CN(C)Cc1ccccn1)[C@H](C)CN([C@@H](C)CO)S2(=O)=O	-21.2	0.2
O=S(=O)(c1ccccc1)N1CC2(C1)[C@H](c1ccccc1)[C@H](CO)N2CCC(F)(F)F	17.9	.
Cc1noc(C)c1NC(=O)N(C)C[C@@H]1OCc2ccccc2-c2c(n(C)c3ccccc23)C(=O)N([C@H](C)CO)C[C@@H]1C	-14.8	0.0
CCS(=O)(=O)N1CC2(CN(Cc3cc(F)ccc3F)[C@@H](CO)c3c2c2ccc(OC)cc2n3C)C1	6.1	0.0
COc1cccc(CN2CCCCN3[C@@H](CO)[C@@H](c4ccc(-c5ccccc5OC)cc4)[C@@H]3C2)c1	-129.4	0.3
CCC(=O)NC[C@@H]1[C@@H](c2ccc(-c3cccc(F)c3)cc2)[C@@H](CO)N1CC1CC1	-63.5	0.0
C[C@H]1CN([C@@H](C)CO)C(=O)c2c(c3ccccc3n2C)-c2ccccc2CO[C@@H]1CN(C)C(=O)NC1CCCCC1	0.7	0.0
C/C=C/c1ccc([C@@H]2[C@@H](C#N)N(c3nc(CC)cs3)[C@@H]2CO)cc1	44.5	0.0
O=C1CNC[C@@H]2[C@@H](c3ccc(C4=CCCC4)cc3)[C@@H](CO)N12	-6.7	0.0
C[C@H](NC(=O)C[C@H]1CC[C@H]2[C@@H](COc3ccc(NC(=O)C4CCOCC4)cc3C(=O)N2C)O1)c1ccccc1	-28.7	0.0
O=C(c1ccccc1F)N1C[C@@H]2[C@H](c3ccccc31)[C@H](CO)N2C(=O)Nc1ccccc1	0.9	0.0
C[C@H](O)C#Cc1ccc([C@@H]2[C@@H](CO)N3CCCCN(CC4CC4)C[C@@H]23)cc1	-40.4	0.0
C[C@H](CO)N1C[C@H](C)[C@@H](CN(C)Cc2ccc(Oc3ccccc3)cc2)Oc2c(NS(=O)(=O)c3cn(C)cn3)cccc2C1=O	-70.0	0.0
O=C(Nc1ccccc1F)N1C[C@H]2[C@@H](c3ccccc31)[C@H](CO)N2C(=O)Cc1cccnc1	-5.3	0.0
O=C(C[C@@H]1CC[C@@H]2[C@H](COC[C@H](O)CN2S(=O)(=O)c2ccc(F)cc2)O1)NCCN1CCCCC1	-14.1	0.0
CCCC(=O)N1CC2(C1)CN(Cc1cccnc1)[C@H](CO)c1[nH]c3cc(OC)ccc3c12	-64.9	0.0
N#C[C@H]1N[C@@H](CO)[C@@H]1c1ccc(C#Cc2ccccc2F)cc1	-15.8	0.3
CN1CCN(C(=O)c2cc3c(c(-c4cccc(Br)c4)n2)[C@H](CCO)N([S@@](=O)C(C)(C)C)C3)CC1	-15.7	0.0
COc1ccc(S(=O)(=O)N2C[C@@H](O)COC[C@H]3O[C@@H](CC(=O)N[C@H]4CCN(Cc5ccccc5)C4)CC[C@@H]32)cc1	4.0	0.0
COc1ccc2c3c(n(C)c2c1)[C@H](CO)NCC31CCN(C(=O)c2ccc(F)cc2)CC1	2.1	0.1
COCC(=O)N1CC2(CCN(Cc3ccccc3)CC2)c2c([nH]c3cc(OC)ccc23)[C@H]1CO	-10.0	1.2
CN(C)CC(=O)N1[C@H](CO)[C@H](c2ccccc2-c2ccc(C(=O)N(C)C)cc2)[C@@H]1C#N	29.6	0.0
CCNC(=O)c1cc2c(c(-c3cccc(-c4cccnc4)c3)n1)[C@H](CCO)N(S(C)(=O)=O)C2	i	0.1
CN(C)C(=O)C[C@@H]1CC[C@H]2[C@@H](COC[C@H](O)CN2C(=O)C2CCOCC2)O1	-14.0	0.0
CO[C@@H]1CN(C)C(=O)c2ccc(NC(=O)c3ccccc3F)cc2OC[C@H](C)N(C)C[C@H]1C	-2.0	0.0
N#C[C@H]1N[C@H](CO)[C@@H]1c1ccc(/C=C/c2ccccc2)cc1	-85.1	0.0
CN1c2ccc(Br)cc2[C@H]2[C@H](CCN2S(=O)(=O)c2ccccc2F)[C@H]1CO	15.9	0.0
COc1ccccc1NC(=O)N1CCCCN2[C@H](CO)[C@H](c3ccc(-c4cccc(C#N)c4)cc3)[C@H]2C1	19.1	0.0
COc1ccccc1CNC(=O)C[C@@H]1C[C@H]2c3cc(NC(=O)C4CCC4)ccc3O[C@H]2[C@@H](CO)O1	-9.6	0.0
N#Cc1cccc(-c2ccc3c(c2)[C@@H]2[C@@H](CCN2Cc2ccc4c(c2)OCO4)[C@@H](CO)N3)c1	-34.7	0.0
O=C(NCC1CC1)[C@@H]1[C@@H](CO)[C@@H]2Cn3c(ccc(-c4cccnc4)c3=O)[C@@H]2N1Cc1cocn1	-16.4	0.0
C/C=C/c1ccc([C@H]2[C@@H](CO)N(C(C)=O)C23CN(C(=O)NC2CCCCC2)C3)cc1	-14.7	.
CCCNC(=O)c1cc2c(c(-c3cccc(-c4ccc(F)cc4)c3)n1)[C@@H](CCO)N([S@](=O)C(C)(C)C)C2	41.3	0.0
O=C(C[C@@H]1C=C[C@@H](NC(=O)c2cnccn2)[C@@H](CO)O1)NCc1ccccc1F	21.3	0.0
COc1ccccc1-c1ccc2c(c1)O[C@@H](CN(C)CC1CCOCC1)[C@H](C)CN([C@H](C)CO)S2(=O)=O	-93.3	0.0
COc1ccc(CN2C[C@@H](O)COC[C@@H]3O[C@@H](CC(=O)N(C)C)CC[C@H]32)cc1	-4.7	0.0
COc1ccc2c3c([nH]c2c1)[C@H](CO)N(C(=O)CN(C)C)CC31CCN(Cc2cncnc2)CC1	16.6	0.0
CN1C[C@@H]2[C@H](c3ccccc31)[C@@H](CO)N2Cc1ccccc1Cl	4.5	0.0
COc1ccc2c3c(n(C)c2c1)[C@@H](CO)N(C(=O)Nc1ccc(F)cc1)CC31CN(Cc2ccccc2F)C1	21.1	0.1
C[C@@H]1CN([C@@H](C)CO)C(=O)Cc2cc(NC(=O)C3CCCCC3)ccc2O[C@H]1CN(C)Cc1ccc(Cl)c(Cl)c1	-481.1	0.2
CN1C(=O)c2cc(NC(=O)Cc3cccs3)ccc2OC[C@@H]2O[C@H](CC(=O)NCCCN3CCOCC3)CC[C@H]21	-28.0	0.0
C[C@H](CO)N1C[C@H](C)[C@H](CN(C)S(=O)(=O)c2ccccc2F)Oc2ncc(/C=C/c3ccccc3)cc2C1=O	2.9	0.0
Cc1cc(C(=O)Nc2cccc3c2O[C@H](CN(C)C)[C@@H](C)CN([C@@H](C)CO)C3=O)n(C)n1	-28.3	0.0
Cc1noc(C)c1S(=O)(=O)N(C)C[C@@H]1OCCCC[C@H](C)Oc2ccc(NS(=O)(=O)c3cn(C)cn3)cc2C(=O)N([C@H](C)CO)C[C@@H]1C	4.3	0.0
Cc1noc(C)c1NC(=O)Nc1ccc2c(c1)CC(=O)N([C@@H](C)CO)C[C@@H](C)[C@H](CN(C)Cc1ccc(C(F)(F)F)cc1)O2	-31.6	0.0
CN1C(=O)c2cc(NC(=O)c3cnccn3)ccc2OC[C@H]2O[C@@H](CC(=O)NCC3CCCCC3)CC[C@@H]21	8.9	0.0
C[C@@H]1CN([C@H](C)CO)C(=O)Cc2cc(NC(=O)Cn3cnnn3)ccc2O[C@H]1CN(C)S(=O)(=O)c1ccc(Cl)cc1	-28.1	0.0
COc1ccc(C#Cc2cccc(-c3nc(C(=O)Nc4ccc(-c5ccccc5)cc4)cc4c3[C@@H](CCO)N(S(=O)C(C)(C)C)C4)c2)cc1OC (stereo partly specified)	-56.6	0.0
C[C@H]1CN([C@@H](C)CO)C(=O)CCCn2nncc2CO[C@@H]1CN(C)Cc1ccc2c(c1)OCCN2C	-71.5	0.0
O=C(c1ccc(F)cc1)N1CC(=O)N2[C@@H](CO)[C@@H](c3ccc(C#CCC4CCCC4)cc3)[C@@H]2C1	-29.3	0.0
CCCC(=O)Nc1ccc2c(c1)OC[C@@H](C)NC[C@H](C)[C@@H](OC)CN(C)C2=O	-2.6	0.0
CO[C@@H](CN(C)C(=O)c1cnccn1)[C@H](C)CN([C@H](C)CO)S(=O)(=O)c1ccccc1	11.4	0.0
(cont.)
SMILES	DLD1 CTGF mRNA	Pax4 mRNA alpha TC1
COc1ccc(S(=O)(=O)Nc2ccc3c(c2)C(=O)N([C@H](C)CO)C[C@H](C)[C@@H](CN(C)C(=O)Nc2c(C)noc2C)OCCCC[C@@H](C)O3)cc1	-21.5	0.0
CCCN(C)C[C@@H]1OCCCC[C@H](C)Oc2ccc(NC(=O)CCCN(C)C)cc2C(=O)N([C@H](C)CO)C[C@@H]1C	-15.2	0.0
O=C(N[C@H]1C=C[C@@H](CC(=O)N2CCC(Cc3ccccc3)CC2)O[C@@H]1CO)c1cnccn1	0.9	0.0
CNC[C@@H]1Oc2ccc(NC(=O)NC3CCCCC3)cc2CC(=O)N([C@@H](C)CO)C[C@@H]1C	-28.8	0.0
C[C@@H]1CN([C@@H](C)CO)C(=O)c2ccccc2-c2ccccc2CO[C@@H]1CN(C)C(=O)[C@@H](Cc1ccccc1)N(C)C	6.0	0.0
Cc1ccc(S(=O)(=O)N2C[C@@H](O)COC[C@@H]3O[C@@H](CC(=O)NCc4ccc5c(c4)OCO5)CC[C@H]32)cc1	-7.9	0.1
C[C@H]1CN([C@@H](C)CO)S(=O)(=O)c2ccc(C#CC(C)(C)O)cc2O[C@@H]1CN(C)Cc1ccc(F)cc1	-136.7	0.1
C[C@H](NC(=O)C[C@H]1CC[C@@H]2[C@@H](COc3ccc(NS(=O)(=O)c4ccc(Cl)cc4)cc3C(=O)N2C)O1)c1ccccc1	-6.6	0.0
CNC[C@@H]1Oc2ccc(NC(=O)CCC(F)(F)F)cc2C(=O)N([C@H](C)CO)C[C@H]1C	-29.4	0.0
CO[C@H](CN(C)C(=O)C1CCOCC1)[C@@H](C)CN([C@@H](C)CO)S(=O)(=O)c1ccccc1	-20.9	0.0
O=C(c1ccc2c(c1)OCO2)N1C[C@@H]2N[C@H](C1)C2c1ccc(/C=C/c2ccccc2)cc1 (stereo partly specified)	-23.2&-35.7	0.1&0.5
O=C(Cc1ccccn1)N1[C@@H](CO)[C@@H]2c3ccccc3NC[C@@H]21	0.5	0.0
O=C(C[C@@H]1C=C[C@@H](NC(=O)Cc2cccnc2)[C@H](CO)O1)NCc1ccc2c(c1)OCO2	11.7	0.0
N#C[C@H]1[C@@H](c2ccccc2)[C@@H](CO)N1C(=O)Nc1cccc(F)c1	21.0	0.0
O=C(C[C@H]1CC[C@@H]2[C@H](COC[C@H](O)CN2Cc2nccs2)O1)N1CCC(Cc2ccccc2)CC1	-1.2	0.0
CN(C)C(=O)c1ccc(-c2ccc([C@@H]3[C@@H](CO)N4C(=O)CN(C(=O)CC5CC5)C[C@@H]34)cc2)cc1	-19.4	0.0
CCS(=O)(=O)Nc1ccc2c(c1)C(=O)N(C)[C@H]1CC[C@H](CC(=O)N3CCN(C)CC3)O[C@H]1CO2	51.4*	0.0
COCC(=O)Nc1ccc2c(c1)C(=O)N(C)[C@H]1CC[C@@H](CC(=O)NC3Cc4ccccc4C3)O[C@@H]1CO2	-62.9	0.0
CCC(=O)N1[C@H](CO)[C@@H](c2ccccc2)C12CN(C(=O)CN1CCOCC1)C2	-37.2	.
C[C@H](CO)N1C[C@H](C)[C@@H](CN(C)Cc2cccnc2)Oc2ncc(-c3ccc(C#N)cc3)cc2C1=O	3.2	0.0

Only part of the results is shown; count on the stated rates, not on these rows.
